ROS inducer: inducers of reactive oxygen species in cancer cells | ROS induction (% of piperlongumine), % at 10 µM | U2OS ROS induction, H2DCF-DA fluorescence | hit rate 2% among 46,000 | AID 624156; in the data active means ROS induction above about 79%, passing the limit was not always enough;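 further: 0% = DMSO vehicle median and 100% = reference compound median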
Starred values were filed as active, the others as inactive. A portion of the library; the hit share may differ from the screen's.

SMILES	ROS inducer
COc1ccc(NC(=O)CCc2nc(-c3ccccc3)no2)cc1	6
CCOC(=O)c1sc(NC(=O)c2cnccn2)c(C(=O)OC)c1C	-15
O=S(=O)(c1ccc(Cl)cc1)c1nc(-c2ccccc2F)oc1NCCN1CCOCC1	-7
OC[C@H]1O[C@@H](OCCc2ccccc2)[C@H](O)[C@@H](O)[C@@H]1O	-2
O=C(O)C1CCCN(CCC=C(c2ccccc2)c2ccccc2)C1 (configuration not stated)	1
C[C@@H]1CN([C@H](C)CO)C(=O)Cc2cc(NC(=O)c3ccncc3)ccc2O[C@H]1CN(C)S(=O)(=O)c1ccc(Cl)cc1	-9
Cc1nnc(SCC(=O)NCC2CCCO2)s1 (configuration not stated)	7
C=C(C)Cn1c(SCc2nc3ccccc3[nH]2)nc2sc3c(c2c1=O)CCCC3	1
O=C(N/N=C/c1cc2c(cc1Br)OCO2)c1ccccn1	-10
C[C@@H]1CN([C@H](C)CO)C(=O)c2cc(NC(=O)CCN3CCOCC3)ccc2O[C@H]1CN(C)Cc1ccc(Oc2ccccc2)cc1	10
CCN(CC)C(=O)CSc1nc2ccccc2c(=O)[nH]1	-9
CC(C)NC(=O)Nc1ccc2c(c1)C(=O)N([C@H](C)CO)C[C@H](C)[C@H](CN(C)S(=O)(=O)c1cn(C)cn1)O2	4
O=C(O)CCCCCCC(=O)N/N=C/c1ccc(S(=O)(=O)O)o1	-5
COc1ccc(CN(C)C[C@@H]2OCCCC[C@@H](C)Oc3ccc(NS(=O)(=O)c4ccc(C)cc4)cc3C(=O)N([C@H](C)CO)C[C@@H]2C)cc1	128*
C[C@H]1CN([C@@H](C)CO)C(=O)c2cccc(NC(=O)Nc3ccc(C(F)(F)F)cc3)c2O[C@H]1CN(C)C	-2
COc1ccc(CNC(=O)Cn2ccc3ccccc3c2=O)cc1	-13
CSc1cccc(NC(=S)NCCN(C2CCCCC2)C2CCCC2)c1	24
O=C(NO)c1cccc(C(=O)N/N=C/c2ccc(O)c3ccccc23)c1	3
CCn1c(SCc2nc3ccccc3c(=O)[nH]2)nc2ccccc2c1=O	94*
COCCNC(=O)c1ccccc1NC(=O)Nc1ccccc1	-5
CC(C)NC(=O)N(C)C[C@@H]1Oc2ccc(NC(=O)CCC(F)(F)F)cc2CC(=O)N([C@@H](C)CO)C[C@@H]1C	-4
COC(=O)CCCCCCC(=O)N/N=C/c1cn(Cc2ccccc2)c2ccccc12	15
COc1ccc(S(=O)(=O)N(C)C[C@@H]2Oc3ccc(NC(=O)Nc4ccc5c(c4)OCO5)cc3C(=O)N([C@H](C)CO)C[C@H]2C)cc1	17
C[C@@H]1CN([C@H](C)CO)C(=O)Cc2cc(NS(=O)(=O)c3cccs3)ccc2O[C@H]1CN(C)Cc1ccc2c(c1)OCO2	20
C[C@@H]1CN([C@@H](C)CO)C(=O)c2cccc(NC(=O)c3nc4ccccc4s3)c2O[C@H]1CN(C)Cc1ccc(Cl)c(Cl)c1	36

Later entries.
SMILES	ROS inducer
COc1ccc(CCN2CCC(Nc3nc4ccccc4n3Cc3ccc(F)cc3)CC2)cc1	-5
C=CC[C@]1(C(=O)NCC(O)CO)N=C(c2ccc(OCCCO)cc2)O[C@H]1c1ccccc1 (some centres not stated)	31
O=C(CSc1nnc(-c2ccncc2)n1-c1ccccc1)Nc1ccc(Cl)c(Cl)c1	14
CC(C)C(=O)Nc1nc2ccccc2s1	-1
CC(C)NC(=O)Nc1ccc2c(c1)CC(=O)N([C@H](C)CO)C[C@@H](C)[C@@H](CN(C)Cc1ccc(C(F)(F)F)cc1)O2	15
CCCC(=O)N1CCc2cc(OC)c(OC)cc2C1COc1ccc(OC)cc1 (configuration not stated)	10
O=C1c2ccccc2C(=O)N1CN(C(=O)C(F)(F)F)c1ccc(Cl)cc1	-1
C[C@H](CO)N1C[C@H](C)[C@H](CN(C)Cc2ccc(F)cc2)Oc2ncc(-c3ccccc3)cc2C1=O	20
C[C@@H]1CN([C@H](C)CO)C(=O)c2cc(NS(C)(=O)=O)ccc2O[C@@H]1CN(C)S(=O)(=O)c1ccc(Cl)cc1	-7
Cc1cc(O)c(Cc2c(O)cc(C)oc2=O)c(=O)o1	-2
CCOC(=O)c1sc(SCc2ccccc2)c2c1-c1sccc1N(C)S2(=O)=O	19
Cc1nc(C2C(=O)c3ccc(O)c(O)c3OC2C(F)(F)F)cs1 (configuration not stated)	-5
N#CCSc1nnc(-c2ncc(C(F)(F)F)cc2Cl)n1-c1ccc(Cl)cc1	-4
CC(C)NC(=O)N(C)C[C@@H]1Oc2ccc(NS(=O)(=O)c3cn(C)cn3)cc2CC(=O)N([C@@H](C)CO)C[C@@H]1C	-8
Cc1noc(C)c1NC(=O)N(C)C[C@@H]1Oc2c(cccc2N(C)C)C(=O)N([C@@H](C)CO)C[C@@H]1C	-5
O=C(CCCCCCC(=O)N/N=C\c1ccc(O)c2ccccc12)NO	-17
COc1ccc(C2=NN(S(C)(=O)=O)C(c3ccccc3OC)C2)cc1 (configuration not stated)	164*
O=C(NC(=S)NCc1ccco1)c1ccccc1	-14
CC(=O)Nc1cccc(NC(=O)CNc2ccc(C(F)(F)F)cc2[N+](=O)[O-])c1	3
O=S(=O)(NCc1csc(-c2cccnc2)n1)c1ccc2c(c1)CCCC2	6
C[C@H]1CN([C@@H](C)CO)C(=O)c2cc(NC(=O)Nc3ccc4c(c3)OCO4)ccc2O[C@H]1CN(C)C	7
CCN(CC)C(=O)CSc1nnc(-c2ccccc2Cl)o1	65
C[C@@H]1CN([C@H](C)CO)C(=O)Cc2cc(NC(=O)Cn3cnnn3)ccc2O[C@@H]1CN(C)S(=O)(=O)c1cn(C)cn1	0
COc1ccc(NC(=O)N(C)C[C@H]2Oc3ccc(NS(=O)(=O)c4ccccc4)cc3CC(=O)N([C@H](C)CO)C[C@H]2C)cc1	2
CC(C)c1ccc(NC(=O)CSCc2csc3ccccc23)cc1	-2

Continued:
SMILES	ROS inducer
C[C@@H]1CN([C@@H](C)CO)C(=O)CCCn2cc(nn2)CO[C@H]1CN(C)S(=O)(=O)c1ccc(Oc2ccccc2)nc1	7
Cn1c(Cc2csc(N)n2)nnc1SC/C=C/c1ccccc1	20
CCOC(=O)c1sc(SCCS(=O)(=O)c2ccc(Cl)cc2)c2c1CCCC2=O	22
CC(C)OC(=O)N(C)C[C@H]1OCc2cnnn2CCCC(=O)N([C@H](C)CO)C[C@@H]1C	4
COC(=O)c1ccccc1NC(=O)CSc1nnc(CSc2nc(C)cc(C)n2)o1	3
C[C@@H]1CN([C@H](C)CO)C(=O)Cc2cc(NC(=O)Nc3cccc4ccccc34)ccc2O[C@H]1CN(C)S(=O)(=O)c1ccc(F)cc1	25
COc1ccc(CN(C)C[C@@H]2Oc3c(NC(=O)c4ccc(-c5nccs5)cc4)cccc3C(=O)N([C@H](C)CO)C[C@H]2C)cc1	74
O=C1CC(C(=O)NCc2ccccc2)N=C(N2CCCCC2)N1 (configuration not stated)	-13
Cc1ccc(N2C(=O)CC2(C(=O)NC2CCCCC2)c2cccs2)cc1 (configuration not stated)	3
NC(=O)c1cc(Cl)c(Cl)cc1C(N)=O	-3
C[C@@H]1CN([C@@H](C)CO)C(=O)c2cc(NC(=O)Nc3ccc4c(c3)OCO4)ccc2O[C@H]1CN(C)Cc1ccc(C(=O)Nc2ccccc2N)cc1	-1
Cc1ccc(S(=O)(=O)N(C)C[C@H]2OCCCC[C@@H](C)Oc3ccc(NS(=O)(=O)c4ccccc4)cc3C(=O)N([C@H](C)CO)C[C@@H]2C)cc1	9
COc1ccc(NC(=O)Nc2cccc3c2O[C@@H](CN(C)S(C)(=O)=O)[C@@H](C)CN([C@H](C)CO)C3=O)cc1	-2
C[C@H](CO)N1C[C@H](C)[C@H](CN(C)Cc2ccc(Oc3ccccc3)cc2)Oc2c(NC(=O)c3ccc(-c4nccs4)cc3)cccc2C1=O	64
Cc1ccc(C(=O)CN(Cc2ccccc2)c2ccccc2)cc1	1
CC(C)NC(=O)N(C)C[C@H]1Oc2c(NS(=O)(=O)c3cccs3)cccc2C(=O)N([C@@H](C)CO)C[C@H]1C	-3
C[C@H]1CC[C@@H]2[C@@H](C(=O)c3c(O)c([C@]4(O)CC[C@@H](O)[C@H]5O[C@H]54)cn(O)c3=O)[C@@H](C)C=C[C@H]2C1	-6
Cc1ccc(S(=O)(=O)N(C)C[C@@H]2Oc3c(NC(=O)Nc4ccc(C(F)(F)F)cc4)cccc3C(=O)N([C@H](C)CO)C[C@@H]2C)cc1	4
COc1ccc(NC(=O)N(C)C[C@H]2Oc3ccc(NC(=O)Nc4c(C)noc4C)cc3CC(=O)N([C@@H](C)CO)C[C@H]2C)cc1	-15
C[C@H](CO)N1C[C@H](C)[C@@H](CN(C)Cc2ccc(-c3ccccc3)cc2)Oc2ccc(NS(=O)(=O)c3ccccc3)cc2C1=O	43
OCCSc1nc2ccccc2n1Cc1ccccc1	1
COC(=O)c1c(NC(=O)Nc2ccccc2)sc2c1CCCC2	30
C[C@@H]1CN([C@H](C)CO)C(=O)c2cccc(NC(=O)CCCCCC(=O)Nc3ccccc3N)c2O[C@@H]1CN(C)CC1CC1	-4
C[C@@H]1CN([C@@H](C)CO)C(=O)c2cc(NC(=O)c3ccncc3)ccc2O[C@@H]1CN(C)Cc1ccncc1	-5
CNC[C@H]1Oc2c(NC(=O)NC3CCCCC3)cccc2C(=O)N([C@@H](C)CO)C[C@H]1C	-5

Arranged by number of heavy atoms (smallest number first): some entries from above.
SMILES	ROS inducer
CC(C)OC(=O)N(C)C[C@H]1OCc2cnnn2CCCC(=O)N([C@H](C)CO)C[C@@H]1C	4
COc1ccc(NC(=O)Nc2cccc3c2O[C@@H](CN(C)S(C)(=O)=O)[C@@H](C)CN([C@H](C)CO)C3=O)cc1	-2
COc1ccc(CN(C)C[C@@H]2Oc3c(NC(=O)c4ccc(-c5nccs5)cc4)cccc3C(=O)N([C@H](C)CO)C[C@H]2C)cc1	74
Cc1ccc(S(=O)(=O)N(C)C[C@@H]2Oc3c(NC(=O)Nc4ccc(C(F)(F)F)cc4)cccc3C(=O)N([C@H](C)CO)C[C@@H]2C)cc1	4
C[C@H](CO)N1C[C@H](C)[C@H](CN(C)Cc2ccc(Oc3ccccc3)cc2)Oc2c(NC(=O)c3ccc(-c4nccs4)cc3)cccc2C1=O	64

Next structures
SMILES	ROS inducer
C=CCC/C=N/NC(=O)CCCCCC(=O)O	-3
C[C@H](CO)N1C[C@H](C)[C@H](CN(C)S(=O)(=O)c2ccccc2)Oc2ccc(NS(=O)(=O)c3ccc(F)cc3)cc2CC1=O	3
Cc1ccc(S(=O)(=O)N(C)C[C@H]2Oc3c(NC(=O)NC(C)C)cccc3C(=O)N([C@H](C)CO)C[C@H]2C)cc1	-2
Cc1noc(C)c1NC(=O)Nc1ccc2c(c1)C(=O)N([C@@H](C)CO)C[C@@H](C)[C@@H](CN(C)C(=O)NC(C)C)O2	-5
CS(=O)(=O)N(CC(=O)Nc1ccccc1C(F)(F)F)c1cc(Cl)c(Cl)cc1Cl	-6
C[C@@H]1CN([C@H](C)CO)C(=O)Cc2cc(NS(=O)(=O)c3ccccc3)ccc2O[C@H]1CN(C)C(=O)Nc1ccc(F)cc1	3
C[C@@H]1CN([C@H](C)CO)C(=O)c2cccc(NC(=O)Nc3ccccc3)c2O[C@@H]1CN(C)Cc1ccc2c(c1)OCO2	1
Cc1onc(-c2ccccc2)c1-c1ccc(S(N)(=O)=O)cc1	-9
C[C@H](CO)N1C[C@H](C)[C@@H](CN(C)Cc2ccncc2)OCc2cn(nn2)CCCC1=O	-14
COc1ccc(NC(=O)N(C)C[C@H]2Oc3ccc(NC(=O)Cn4cnnn4)cc3C(=O)N([C@H](C)CO)C[C@@H]2C)cc1	1
Cc1noc(C)c1NC(=O)N(C)C[C@H]1OCCCC[C@@H](C)Oc2ccc(NC(=O)C3CCCCC3)cc2C(=O)N([C@H](C)CO)C[C@@H]1C	-7
C[C@@H]1CN([C@@H](C)CO)C(=O)c2cccc(NC(=O)c3ccncc3)c2O[C@@H]1CN(C)C(=O)Nc1ccc2c(c1)OCO2	-9
Cc1ccc(S(=O)(=O)N(C)C[C@H]2Oc3c(NC(=O)NC(C)C)cccc3C(=O)N([C@@H](C)CO)C[C@H]2C)cc1	-16
C[C@@H]1CN([C@@H](C)CO)C(=O)Cc2cc(NC(=O)Nc3ccccc3)ccc2O[C@@H]1CN(C)C(=O)NC1CCCCC1	14
CCC(C)NC(=O)CSc1nc2ccsc2c(=O)n1-c1cccc(Cl)c1Cl (configuration not stated)	-11
CCCCC(O)(c1ccc(OC)cc1)C(CN1CCOCC1)c1ccccc1 (configuration not stated)	11
COc1ccc(C(=O)NC(CO)(CO)CO)cc1OC	-10
O=C(NCc1ccc(-c2cccs2)s1)NC(=O)c1ccccc1	-5
C[C@H]1CN([C@@H](C)CO)C(=O)c2cccc(NC(=O)CCCCCC(=O)Nc3ccccc3N)c2O[C@H]1CN(C)C	-13
c1ccc(Cn2c3ccccc3n3nc(-c4ccccc4)nc23)cc1	16
Cc1cc(C)nc(SCC(=O)NN)n1	11
C[C@H](CO)N1C[C@H](C)[C@H](CN(C)Cc2ccc3c(c2)OCO3)Oc2c(NS(=O)(=O)c3cn(C)cn3)cccc2C1=O	-18
COC(=O)c1ccc2c(=O)n(CCCN3CCOCC3)c(=S)[nH]c2c1	-1
COc1cccc(CN2c3cccc4cccc(c34)S2(=O)=O)c1	14
CN(C)c1ccc(-c2nc3ccc4ccccc4c3c3c2CCC3)cc1	10
COc1ccc(S(=O)(=O)N(C)C[C@H]2Oc3ccc(NS(=O)(=O)c4c(C)noc4C)cc3CC(=O)N([C@H](C)CO)C[C@H]2C)cc1	8

Reprinted at random: 5 records from the list.
SMILES	ROS inducer
C[C@@H]1CN([C@H](C)CO)C(=O)c2cc(NS(C)(=O)=O)ccc2O[C@@H]1CN(C)S(=O)(=O)c1ccc(Cl)cc1	-7
C[C@@H]1CN([C@H](C)CO)C(=O)c2cccc(NC(=O)Nc3ccccc3)c2O[C@@H]1CN(C)Cc1ccc2c(c1)OCO2	1
OCCSc1nc2ccccc2n1Cc1ccccc1	1
CC(C)NC(=O)Nc1ccc2c(c1)CC(=O)N([C@H](C)CO)C[C@@H](C)[C@@H](CN(C)Cc1ccc(C(F)(F)F)cc1)O2	15
C[C@H](CO)N1C[C@H](C)[C@H](CN(C)Cc2ccc3c(c2)OCO3)Oc2c(NS(=O)(=O)c3cn(C)cn3)cccc2C1=O	-18
